DNMT1 block: human DNMT1 methyltransferase inhibitors, primary screen, biochemical, molecular beacon, fluorescence, HinP1I cleavage, uHTS. inhibition (reported as % activation of signal), % at 10 µM. hit rate 0.83% among 360,000; in the data active means inhibition above about 50%
Neddyl block: inhibitors of cullin neddylation, primary screen, biochemical, TR-FRET, uHTS, NAE and Ubc12 | hit rate 0.58% among 360,000 | calls only at 25 µM; in the data active means inhibition above about 36%
SKN-1 inh: suppressors of acrylamide-induced Pgst-4::GFP reporter in worms, primary screen, SKN-1 inhibitor project, whole organism, uHTS, GFP/RFP fluorescence ratio, strain VP596; C. elegans VP596 Pgst-4::GFP/RFP ratio, 24 h; hit rate 0.49% among 360,000; inhibition, % at 21.8 µM;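 active means interference check ratio from 0.5 to 1.5 plus GFP to RFP signal ratio inhibition reaching or exceeding a fixed threshold, cut at about 30% in these data, passing the limit was not always enough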; further: some compounds called inactive have numbers as strong as hits
STEP block: STEP phosphatase inhibitors, primary screen, biochemical, fluorescence intensity, uHTS | Tyrosine-protein phosphatase non-receptor type 5 (Homo sapiens), P54829 | recombinant STEP, OMFP fluorogenic substrate | inhibition, % at 20 µM | hit rate 0.25% among 360,000 | AID 588621, 2011;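 active means inhibition at 20 µM, scaled per plate between control wells, above about 37%, limit read from the data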;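 further: 0% = DMSO with enzyme and substrate and 100% = substrate only without enzyme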
Target sequence (P54829 whole entry, looked up): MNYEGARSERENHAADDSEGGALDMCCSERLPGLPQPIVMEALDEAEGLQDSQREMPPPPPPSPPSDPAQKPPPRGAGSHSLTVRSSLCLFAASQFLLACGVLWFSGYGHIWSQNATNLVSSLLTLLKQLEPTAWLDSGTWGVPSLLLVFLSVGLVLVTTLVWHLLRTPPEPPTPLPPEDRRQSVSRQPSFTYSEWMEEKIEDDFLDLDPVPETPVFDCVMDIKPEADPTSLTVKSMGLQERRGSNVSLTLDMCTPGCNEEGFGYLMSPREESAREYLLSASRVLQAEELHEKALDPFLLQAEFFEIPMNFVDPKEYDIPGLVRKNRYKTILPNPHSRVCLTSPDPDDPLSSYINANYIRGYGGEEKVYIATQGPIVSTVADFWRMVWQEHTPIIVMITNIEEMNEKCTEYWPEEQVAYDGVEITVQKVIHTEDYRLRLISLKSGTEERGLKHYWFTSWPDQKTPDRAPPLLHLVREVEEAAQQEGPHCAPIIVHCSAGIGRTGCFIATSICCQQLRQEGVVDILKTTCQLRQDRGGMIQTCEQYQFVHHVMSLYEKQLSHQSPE
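Also added – OMFP at 25 µM · Test system – STEP tyrosine phosphatase · Technique – FITC-channel fluorescence of OMFP product · Schedule – 20 min at room temperature, dark · Evaluation – control-normalized % inhibition with plate pattern correction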
CendR NRP1 mod: modulators of CendR peptide binding to NRP-1, primary screen, biochemical, fluorescence polarization, uHTS; Neuropilin-1 (Homo sapiens), O14786; FAM-RPARPAR peptide binding to NRP-1; inhibition, % at 25 µM; hit rate 0.85% among 360,000; AID 602438, 2012;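 active means inhibition or corrected inhibition above about 18%, plus a signal ratio from 0.5 to 1.5, limit read from the data, passing the limit was not always enough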; further: strong numbers were not always called active
NadD inh: inhibitors of S. aureus NadD, primary screen, biochemical, colorimetric, uHTS | Nicotinate-nucleotide adenylyltransferase NadD (Staphylococcus aureus N315) | purified NadD enzyme, colorimetric absorbance read-out | inhibition, % at 20 µM | hit rate 0.78% among 360,000 | AID 602399, 2012; in the data active means inhibition above about 26%; further: some compounds past the cut are filed as inactive
Tb MetRS inh: T. brucei MetRS inhibitors, primary screen, biochemical, luminescence. hit rate 0.4% among 360,000. purified T. brucei MetRS, ATP depletion, Kinase-Glo luminescence. AID 624268, 2012. inhibition, % at 11.9 µM;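 active means inhibition above a per-plate cutoff of the control wells' mean inhibition plus 3 SD, cut at about 5.5% in these data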;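 further: 0% = DMSO wells median and 100% = median of wells with control inhibitor compound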
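Material – parasite MetRS enzyme · Medium – HEPES-MgCl2-KCl buffer plus DTT, spermine, BSA, pyrophosphatase · Reagent – ATP, methionine and E. coli bulk tRNA substrates · Times – 15 min enzyme-compound preincubation, 2 h reaction, 10 min detection, 25 °C · Measured by – luminescence of leftover ATP · Evaluation – percent inhibition relative to median high and low control wells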
Scp1 inh: Scp-1 phosphatase inhibitors, primary screen, biochemical, colorimetric, uHTS; Carboxy-terminal domain RNA polymerase II polypeptide A small phosphatase 1 (Homo …; Recombinant Scp1, phosphopeptide, malachite green phosphate absorbance; inhibition, % at 20 µM; hit rate 0.88% among 340,000; AID 493091, 2011;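 active means inhibition above about 50% at 20 µM, limit read from the data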;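 further: plate controls were DMSO wells with enzyme for no effect and wells lacking enzyme for full effect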
Target sequence (Q9GZU7 76-261 limits assumed): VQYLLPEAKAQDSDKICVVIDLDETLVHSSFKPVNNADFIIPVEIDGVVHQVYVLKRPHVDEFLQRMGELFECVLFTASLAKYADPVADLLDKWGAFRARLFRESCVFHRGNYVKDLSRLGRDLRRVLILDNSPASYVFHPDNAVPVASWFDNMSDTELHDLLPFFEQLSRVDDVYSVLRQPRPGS
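Test system – truncated SCP-1 phosphatase (76-261aa) · Reagent – Phosphorylated 17-residue peptide substrate · Incubation – 45 min room-temperature reaction, 5 min colour, 30 min stabiliser · Detection – colorimetric phosphate reagent with accelerator and stabiliser, absorbance at 630 nm · Measure – % inhibition at 20 µM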
SUMO1-SIM PPI: modulators of SUMO1 protein-protein interactions, primary screen, biochemical, uHTS | inhibition, % at 20 µM | hit rate 0.33% among 360,000 | AID 602429, 2012 | Small ubiquitin-related modifier 1 (Homo sapiens), P63165 | SUMO1 binding to a labelled peptide, TR-FRET, 1 h; in the data active means inhibition above about 37%
Target sequence (P63165 whole entry, looked up): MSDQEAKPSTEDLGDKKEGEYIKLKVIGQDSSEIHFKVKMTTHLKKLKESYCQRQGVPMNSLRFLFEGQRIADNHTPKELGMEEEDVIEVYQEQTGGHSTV
LMPTP block: LMPTP phosphatase inhibitors, primary screen, biochemical, fluorescence intensity, uHTS. inhibition, % at 20 µM. Low molecular weight phosphotyrosine protein phosphatase (Homo sapiens), P24666. hit rate 0.22% among 360,000. recombinant LMPTP-A, OMFP fluorogenic substrate;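 active means compounds that cut the enzyme signal by at least half of the control window in the single-dose screen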;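 further: plate controls were DMSO wells with enzyme plus substrate for no effect and substrate without enzyme for full effect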
Target sequence (P24666 whole entry, looked up): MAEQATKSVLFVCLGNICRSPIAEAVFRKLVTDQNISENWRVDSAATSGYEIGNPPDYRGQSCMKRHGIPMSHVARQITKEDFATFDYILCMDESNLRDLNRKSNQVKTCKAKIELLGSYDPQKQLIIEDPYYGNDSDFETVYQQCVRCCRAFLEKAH
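Test system: LMPTP-A phosphatase enzyme. Amount: LMPTP-A at 0.625 nM final in the reaction. Reagent: OMFP substrate, 400 µM final. Times: 50 min at room temperature. Signal: endpoint fluorescence intensity from OMFP dephosphorylation. Read-out basis: % inhibition. Benchmarks: no-enzyme and uninhibited controls.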
The depositor's hits bear a star. Outcome played no part in choosing rows; overall some 4.6% were active at least once.

What do the screens show for `O=C(c1cccnc1)N1CCN(S(=O)(=O)c2cccs2)CC1`?
DNMT1 block: 0.1; Neddyl block: inactive; SKN-1 inh: 10.0; STEP block: -2.4; CendR NRP1 mod: 11.5; NadD inh: -5.8; Tb MetRS inh: -0.1; Scp1 inh: -4.6; SUMO1-SIM PPI: -0.6; LMPTP block: -1.8

Results for Cc1nc(CS(=O)c2ccc(Cl)cc2)cc(NCc2ccc(Cl)cc2Cl)n1 (centres undefined) ?
DNMT1 block: -6.0; Neddyl block: inactive; SKN-1 inh: -8.5; STEP block: -6.0; CendR NRP1 mod: 6.7; NadD inh: 5.2; Tb MetRS inh: 2.6; Scp1 inh: -0.5; SUMO1-SIM PPI: 0.8; LMPTP block: 1.9

What do the screens show for `Cc1nc(NCC2CCCO2)c2nnn(Cc3ccccc3Cl)c2n1` (centres undefined)?
DNMT1 block: 0.1; Neddyl block: inactive; SKN-1 inh: 8.2; STEP block: 0.7; CendR NRP1 mod: 14.5; NadD inh: -0.6; Tb MetRS inh: -2.0; Scp1 inh: -2.2; SUMO1-SIM PPI: 0.7; LMPTP block: -1.2

What do the screens show for `Cc1cc(NC(=O)CSc2nc(C(C)C)nc3sc(C)c(C)c23)no1`?
DNMT1 block: 6.5; Neddyl block: inactive; SKN-1 inh: 0.6; STEP block: -2.4; CendR NRP1 mod: -0.4; NadD inh: 4.1; Tb MetRS inh: -0.2; Scp1 inh: 3.1; SUMO1-SIM PPI: 0.3; LMPTP block: 0.1

How did Cc1cccc(OCCSc2nc3ccccc3n2CC(=O)O)c1 do in these assays?
DNMT1 block: 1.6; Neddyl block: inactive; SKN-1 inh: 17.6; STEP block: -0.3; CendR NRP1 mod: 6.9; NadD inh: -5.7; Tb MetRS inh: 0.2; Scp1 inh: -1.2; SUMO1-SIM PPI: 1.6; LMPTP block: -3.1

Results for Cc1cc(C)c(O)c(-c2cc(C(=O)Nc3cccnc3)[nH]n2)c1 ?
DNMT1 block: 21.8; Neddyl block: inactive; SKN-1 inh: -8.3; STEP block: 1.2; CendR NRP1 mod: -6.9; NadD inh: -3.6; Tb MetRS inh: 2.9; Scp1 inh: -0.7; SUMO1-SIM PPI: -2.3; LMPTP block: 0.8

What do the screens show for `CCCOc1ccc(N2C(=O)CC(N3CCN(c4ccccc4F)CC3)C2=O)cc1` (centres undefined)?
DNMT1 block: -1.2; Neddyl block: inactive; SKN-1 inh: 3.9; STEP block: 1.8; CendR NRP1 mod: -3.1; NadD inh: 7.2; Tb MetRS inh: -1.0; Scp1 inh: -1.1; SUMO1-SIM PPI: 3.6; LMPTP block: 0.1

What do the screens show for `C=CCCO[C@@H]1O[C@@H](C)[C@H](O)C[C@H]1O`?
DNMT1 block: 2.8; Neddyl block: inactive; SKN-1 inh: 9.8; STEP block: -1.9; CendR NRP1 mod: 21.8; NadD inh: -2.4; Tb MetRS inh: -0.2; Scp1 inh: -1.3; SUMO1-SIM PPI: 0.6; LMPTP block: 0.0

How did CSc1c(C#N)c(N)nc2sc(C(=O)c3ccccc3)c(N)c12 do in these assays?
DNMT1 block: -5.2; Neddyl block: inactive; SKN-1 inh: -5.5; STEP block: 2.4; CendR NRP1 mod: -37.1; NadD inh: 1.8; Tb MetRS inh: -0.3; Scp1 inh: -0.7; SUMO1-SIM PPI: 7.1; LMPTP block: -0.7

Results for N#Cc1c(NC(=O)CSc2ccccn2)oc(-c2ccccc2)c1-c1ccccc1 ?
DNMT1 block: -6.5; Neddyl block: inactive; SKN-1 inh: 5.7; STEP block: 4.1; CendR NRP1 mod: -16.5; NadD inh: 6.7; Tb MetRS inh: -0.8; Scp1 inh: 6.8; SUMO1-SIM PPI: -1.6; LMPTP block: 3.4

Results for COc1cccc(-c2cc3c(=O)n(-c4ccccc4)c(=S)[nH]c3s2)c1 ?
DNMT1 block: -5.2; Neddyl block: inactive; SKN-1 inh: 4.6; STEP block: 5.8; CendR NRP1 mod: -15.7; NadD inh: 15.5; Tb MetRS inh: -0.5; Scp1 inh: -0.4; SUMO1-SIM PPI: 4.9; LMPTP block: 0.3

Results for CN(C(=O)/C=C/c1cnc2ccccc2c1)C1CCCCC1 ?
DNMT1 block: 4.9; Neddyl block: inactive; SKN-1 inh: 11.6; STEP block: -1.8; CendR NRP1 mod: 6.8; NadD inh: -10.7; Tb MetRS inh: -0.6; Scp1 inh: 2.6; SUMO1-SIM PPI: -10.5; LMPTP block: 0.5

Results for Cc1ccc(S(=O)(=O)NCCC(=O)NNC(=O)c2ccccc2Cl)cc1C ?
DNMT1 block: -1.2; Neddyl block: inactive; SKN-1 inh: 12.7; STEP block: -1.5; CendR NRP1 mod: 1.8; NadD inh: 2.2; Tb MetRS inh: -0.3; Scp1 inh: -5.7; SUMO1-SIM PPI: 5.4; LMPTP block: -0.6

How did Cc1ccc(S(=O)(=O)C2(C(=O)Nc3cccnc3)CC2)cc1 do in these assays?
DNMT1 block: 2.0; Neddyl block: inactive; SKN-1 inh: -4.9; STEP block: -4.8; CendR NRP1 mod: -6.3; NadD inh: -1.0; Tb MetRS inh: -0.2; Scp1 inh: -6.0; SUMO1-SIM PPI: 4.0; LMPTP block: -0.7

How did COc1ccccc1CC(=O)O/N=C(\N)c1ccccn1 do in these assays?
DNMT1 block: -1.1; Neddyl block: inactive; SKN-1 inh: 3.7; STEP block: 1.4; CendR NRP1 mod: -7.6; NadD inh: -3.5; Tb MetRS inh: -0.1; Scp1 inh: -10.7; SUMO1-SIM PPI: 0.6; LMPTP block: -1.9

Three compounds picked at random from the list so far, as already listed:
What do the screens show for `Cc1nc(NCC2CCCO2)c2nnn(Cc3ccccc3Cl)c2n1` (centres undefined)?
DNMT1 block: 0.1; Neddyl block: inactive; SKN-1 inh: 8.2; STEP block: 0.7; CendR NRP1 mod: 14.5; NadD inh: -0.6; Tb MetRS inh: -2.0; Scp1 inh: -2.2; SUMO1-SIM PPI: 0.7; LMPTP block: -1.2

What do the screens show for `CCCOc1ccc(N2C(=O)CC(N3CCN(c4ccccc4F)CC3)C2=O)cc1` (centres undefined)?
DNMT1 block: -1.2; Neddyl block: inactive; SKN-1 inh: 3.9; STEP block: 1.8; CendR NRP1 mod: -3.1; NadD inh: 7.2; Tb MetRS inh: -1.0; Scp1 inh: -1.1; SUMO1-SIM PPI: 3.6; LMPTP block: 0.1

Results for Cc1ccc(S(=O)(=O)NCCC(=O)NNC(=O)c2ccccc2Cl)cc1C ?
DNMT1 block: -1.2; Neddyl block: inactive; SKN-1 inh: 12.7; STEP block: -1.5; CendR NRP1 mod: 1.8; NadD inh: 2.2; Tb MetRS inh: -0.3; Scp1 inh: -5.7; SUMO1-SIM PPI: 5.4; LMPTP block: -0.6

The results go on.
How did CC(C)N(C(=O)CSc1nnc(CNc2ccc(F)cc2)o1)C(C)C do in these assays?
DNMT1 block: 2.6; Neddyl block: inactive; SKN-1 inh: -1.4; STEP block: 4.6; CendR NRP1 mod: -6.5; NadD inh: 0.2; Tb MetRS inh: -0.7; Scp1 inh: 0.8; SUMO1-SIM PPI: 1.0; LMPTP block: 0.0

Results for Cn1c(=O)c2c(nc(Br)n2CC(=O)C23CC4CC(CC(C4)C2)C3)n(C)c1=O ?
DNMT1 block: 1.3; Neddyl block: inactive; SKN-1 inh: -20.4; STEP block: 0.3; CendR NRP1 mod: -11.8; NadD inh: -3.8; Tb MetRS inh: -0.7; Scp1 inh: 2.7; SUMO1-SIM PPI: 3.4; LMPTP block: 0.3

How did COc1cccc(-c2nnc(SCC(=O)Nc3ccc4c(c3)OCCO4)n2Cc2ccco2)c1 do in these assays?
DNMT1 block: -5.9; Neddyl block: inactive; SKN-1 inh: 21.0; STEP block: 2.3; CendR NRP1 mod: -2.2; NadD inh: -6.1; Tb MetRS inh: -1.2; Scp1 inh: -1.8; SUMO1-SIM PPI: 4.4; LMPTP block: 0.7

How did Cc1cccc(C(=O)NNC(=O)Nc2ccccc2)c1 do in these assays?
DNMT1 block: 0.8; Neddyl block: inactive; SKN-1 inh: 5.0; STEP block: -0.2; CendR NRP1 mod: 9.6; NadD inh: 2.9; Tb MetRS inh: -0.2; Scp1 inh: -3.7; SUMO1-SIM PPI: -1.4; LMPTP block: -0.6

What do the screens show for `CCc1nnc(NC(=O)CN2CCN(Cc3ccccc3Cl)CC2)s1`?
DNMT1 block: -0.8; Neddyl block: inactive; SKN-1 inh: 14.2; STEP block: -0.4; CendR NRP1 mod: 5.1; NadD inh: -5.0; Tb MetRS inh: -0.2; Scp1 inh: -2.4; SUMO1-SIM PPI: 4.7; LMPTP block: 0.5

How did CCOc1ccc(CCNC(=O)CS(=O)(=O)Cc2nc(-c3cccc(OC)c3)oc2C)cc1 do in these assays?
DNMT1 block: -2.9; Neddyl block: inactive; SKN-1 inh: -12.8; STEP block: -2.8; CendR NRP1 mod: -2.5; NadD inh: -11.3; Tb MetRS inh: -1.0; Scp1 inh: -8.8; SUMO1-SIM PPI: -4.3; LMPTP block: -2.2

How did COc1ccc(-c2c(-c3ccc(OCC(=O)NN)cc3O)n[nH]c2C(F)(F)F)cc1 do in these assays?
DNMT1 block: -19.4; Neddyl block: inactive; SKN-1 inh: -0.5; STEP block: -2.7; CendR NRP1 mod: 8.0; NadD inh: 6.8; Tb MetRS inh: 0.5; Scp1 inh: -9.6; SUMO1-SIM PPI: 0.7; LMPTP block: -69.9

How did COc1cccc(NC(=O)[C@@H]2CCCN2S(=O)(=O)c2cccc3cccnc23)c1 do in these assays?
DNMT1 block: 4.0; Neddyl block: inactive; SKN-1 inh: -10.2; STEP block: -2.5; CendR NRP1 mod: 9.5; NadD inh: -2.6; Tb MetRS inh: -0.6; Scp1 inh: 4.0; SUMO1-SIM PPI: 3.7; LMPTP block: -2.5

Assay outcomes as filed in PubChem.
